Source: PubChem BioAssay (several laboratories)
MC4R antagonist – MC4R antagonists of cAMP signaling, primary screen, cell-based, TR-FRET, antagonist arm of biased-ligand search. Melanocortin receptor 4 (Homo sapiens), P32245. MC4R-expressing cells, MTII-stimulated cAMP, LANCE TR-FRET. inhibition, % at 6.5 µM. 0.48% of 360,000 active;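 active = inhibition above its plate's cutoff, the mean of tested wells on that plate plus 3 SD, cut at about 29% in these data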;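 note: 0% = Melanotan II alone and 100% = Melanotan II plus saturating MCL0020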
Target sequence (P32245 whole entry, looked up): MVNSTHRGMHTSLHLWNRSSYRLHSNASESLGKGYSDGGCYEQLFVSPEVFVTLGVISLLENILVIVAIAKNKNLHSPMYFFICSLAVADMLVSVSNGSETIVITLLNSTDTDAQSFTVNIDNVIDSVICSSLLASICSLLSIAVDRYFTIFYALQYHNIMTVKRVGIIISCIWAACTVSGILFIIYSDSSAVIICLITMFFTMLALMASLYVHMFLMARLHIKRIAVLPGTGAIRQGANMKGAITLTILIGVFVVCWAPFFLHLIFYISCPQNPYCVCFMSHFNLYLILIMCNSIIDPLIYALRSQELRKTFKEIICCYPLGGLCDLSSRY
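System – human MC4R-expressing U2OS cells · Also added – Melanotan II · Dosing – one concentration, 6.5 µM nominal · Timing – 30-min compound, 1-h challenge, 1-h detection, room temperature · Measured by – Eu-cAMP/anti-cAMP TR-FRET, emission 671 nm · Replicates – singlicate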
H9c2 protect – cardioprotection against H2O2-induced cell death, primary screen, uHTS, H9c2 cells, ATPLite luminescence; protection from H2O2 cell death, % at 20 µM; 0.63% of 360,000 active; H9c2 cardiomyocytes, H2O2 injury protection, 2 h;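 active = compounds giving at least 50% protection of heart cells from peroxide-induced death in the single-dose screen, raw or plate-pattern-corrected value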;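 note: 0% = DMSO wells with peroxide and 100% = DMSO wells without peroxide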
PDI turbidity – inhibitors of human PDI, primary screen, biochemical, turbidity, single point, plate reader | Protein disulfide-isomerase (Homo sapiens), P07237 | PDI insulin aggregation turbidity, A650, 90 min | inhibition, % at 10 µM | 0.052% of 350,000 active;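 active = mean inhibition across replicates of 30% or more, whatever share of single replicates reach that level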;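 note: absorbance from insulin aggregation driven by PDI reduction with DTT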
HTR2A ag – mouse Htr2a agonists via beta-arrestin recruitment, primary screen, cell-based, luminescence. 0.66% of 360,000 active. 5-hydroxytryptamine receptor 2A (Mus musculus), P35363. AID 624169, 2012. activation, % at 7.6 µM. CHO-K1 mHTR2A beta-arrestin complementation; percent of 30 µM serotonin response;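 active = activation above a run cutoff, the mean activation of all tested compounds plus 3 SD, cut at about 14% in these data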;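 note: 0% = plate median of compound wells and 100% = 30 µM serotonin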
Target sequence (P35363 whole entry, looked up): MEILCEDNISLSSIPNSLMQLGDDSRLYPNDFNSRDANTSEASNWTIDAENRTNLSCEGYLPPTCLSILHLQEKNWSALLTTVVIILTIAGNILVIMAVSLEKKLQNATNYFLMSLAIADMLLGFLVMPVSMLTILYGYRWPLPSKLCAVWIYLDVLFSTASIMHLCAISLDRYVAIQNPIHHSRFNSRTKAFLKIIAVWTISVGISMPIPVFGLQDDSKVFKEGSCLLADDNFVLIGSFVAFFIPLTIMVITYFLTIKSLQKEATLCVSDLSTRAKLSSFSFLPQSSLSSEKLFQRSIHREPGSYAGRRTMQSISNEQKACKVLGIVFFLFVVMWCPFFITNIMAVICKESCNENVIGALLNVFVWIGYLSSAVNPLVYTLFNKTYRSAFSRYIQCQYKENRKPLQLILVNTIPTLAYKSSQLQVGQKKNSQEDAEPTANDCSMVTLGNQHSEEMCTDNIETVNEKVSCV
ABCB6 inh MLPCN – ABCB6 transporter inhibitors, primary screen, K562-ABCB6 cells, flow cytometry, MLPCN library; ATP-binding cassette sub-family B member 6 (Homo sapiens), Q9NP58; K562-ABCB6 porphyrin accumulation, 1 h; active compounds read low; fluorescence ratio to DMSO, % at 10 µM; 0.19% of 360,000 active;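 active = fluorescence ratio to DMSO below 75%, the collection mean minus 3 SD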;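 note: signal is porphyrin accumulated inside mitochondria; 100% equals median channel fluorescence of DMSO control wells; lower ratio means ABCB6 inhibition with less porphyrin fluorescence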
ABHD5-PLIN5 inh – ABHD5-PLIN5 interaction inhibitors, primary screen, cell lysate, split luciferase complementation, luminescence | Perilipin-5 (Homo sapiens) + 1-acylglycerol-3-phosphate O-acyltransferase ABHD5 (Homo … | Split G. princeps luciferase complementation, 4 h | inhibition, % at 4 µM | 0.78% of 360,000 active;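 active = inhibition above the mean inhibition across every tested compound plus 3 SD, cut at about 22% in these data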;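 note: 0% = DMSO only wells and the 100% control is not disclosed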
CaV13 FRET inh – Disruptors of the CACNA1D IQ motif to Ca2+-dependent inactivation inhibitor domain association, primary screening, Förster resonance energy transfer in intact living …; HEK cells, CFP/YFP FRET ICDI-IQ, plate reader, 10 min; percent FRET-ratio fall versus neutral wells; inhibition, % at 12.3 µM; 0.098% of 340,000 active; AID 743397;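 active = mean replicate inhibition of at least 30% and at least 1% of replicates passing that level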;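 note: 0% = median of the neutral control wells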
Granule exo inh – LAMP-1 surface exposure blockers, TALL-104 cells – cell-based, flow cytometry, MLPCN library, primary screen | TALL-104 LAMP-1 surface exposure; cells stimulated with thapsigargin and PMA | 0.66% of 360,000 active | inhibition, % at 10 µM;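 active = inhibition above about 55%, limit read from the data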
Glyco luc inh – increase of ERlucT glycosylation luciferase signal, primary screen, N-linked glycosylation inhibitor project, D54 ERlucT cells, luminescence, set 2; D54 ERlucT glycosylation luciferase reporter, 24 h; percent of 100 nM tunicamycin response; AID 588692, 2011; reporter increase, % at 12.5 µM; 0.23% of 360,000 active;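 active = mean luciferase reporter signal, scaled so untreated is 0 and the glycosylation-blocking control 100, at or above a set limit in every replicate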;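 note: luciferase carries N-glycosylation sites so blocking glycosylation raises the light; 0% = median of neutral control wells and 100% = median of 100 nM tunicamycin wells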
MC4R barr agon – MC4R agonists recruiting beta-arrestin, primary screen, cell-based, luminescence, agonist arm of biased-ligand search. 0.98% of 360,000 active. U2OS MC4R beta-arrestin complementation; percent of melanotan II response, DMSO zero. activation, % at 8.9 µM. Melanocortin receptor 4 (Homo sapiens), P32245;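 active = activation above a per-plate cutoff, the mean activation of sample wells on that plate plus 3 SD, cut at about 8% in these data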
* hit, by the source's call; / = not tested or not shown.

Molecule	MC4R antagonist	H9c2 protect	CaV13 FRET inh	Glyco luc inh	ABCB6 inh MLPCN	ABHD5-PLIN5 inh	PDI turbidity	HTR2A ag	MC4R barr agon	Granule exo inh
COc1ccc(NC(=O)C(c2ccccc2)n2c(=O)c(-c3cc4ccccc4[nH]3)nc3ccccc32)cc1 (centres undefined)	/	/	-22	/	/	-6	/	3	/	8
COc1cccc(Nc2nc3ccccc3nc2NS(=O)(=O)c2cccs2)c1	19	-18	-6	1	96	-3	-7	0	2.2	-3
CCOC(=O)N1CCN(C(=O)Cn2ncn3nc(-c4cccs4)cc3c2=O)CC1	13	1	/	1	102	-3	6	-1	-0.2	1
CCc1nc2ccc(C(=O)NCc3cccs3)cn2c1N(CC)CCOC	7	3	-7	-2	104	7	-7	2	0.6	-3
Cn1c(C(=O)Nc2ccc(Cl)cc2)cc2cc(Cl)ccc21	5	-7	-24	-2	102	-11	-2	-5	5.7	-5
O=C(CN(C(=O)CCC(=O)Nc1nccs1)c1ccc(F)cc1)NCc1ccc2c(c1)OCO2	1	5	-4	2	100	-3	0	-5	-2.5	-17
CC(C)CNc1nc(Oc2ccc(=O)[nH]n2)nc(N2CCOCC2)n1	-4	0	0	-2	100	0	-1	0	-1.2	-1
COc1cccc(CNC(=O)c2ccccc2N)c1	3	-6	0	-1	97	-4	2	1	0.1	-2
CC1CCN(c2ccccc2NC(=O)c2ccc(F)cc2)CC1	5	-16	-9	-1	91	-14	1	1	0.3	-2
CCSc1nnc(NC(=O)[C@@H](NC(=O)c2ccccc2)C(C)C)s1	10	-3	-18	-2	93	-1	-11	1	-0.4	-1
CC(OC(=O)C1=COCCO1)C(=O)Nc1cc(S(=O)(=O)N2CCCCC2)ccc1Cl (centres undefined)	4	1	-3	-1	105	-5	0	0	-1.4	2
Cc1cccc(C2c3[nH]c4ccccc4c3CCN2C(=O)Cc2nc(-c3ccccc3)n[nH]2)n1 (centres undefined)	10	-1	-5	0	103	-2	9	3	0.9	8
Cc1ccc(-c2nn(CCC(=O)O)cc2/C=C\C(=O)c2ccc(Br)cc2)cc1	19	2	/	7	102	8	-4	-2	0.9	-1
O=C(c1ccco1)N1CCN(C(=O)C2CC(=O)N(c3ccc(Cl)cc3)C2)CC1 (centres undefined)	1	5	-7	1	100	-4	-1	4	-0.6	2
O=C(/C=C/c1ccccc1)Nc1ccc(Cl)cn1	-12	-6	-2	18	97	-3	-1	-7	7.8	6
CN(CC(=O)Nc1ccccc1Sc1ccccc1)Cc1nc2ccccc2c(=O)[nH]1	18	-3	-5	-1	101	0	-5	-2	-2.0	4
CCCc1nnc(NC(=O)CCCC(=O)O)s1	2	-10	-6	2	91	3	0	-4	2.3	2
COC(=O)C1=C(C)N=C2SCCC(=O)N2C1/C=C/c1ccccc1 (centres undefined)	-3	27	/	-1	104	-1	11	-5	-0.7	-3
Cc1ccc(NC(=S)NC(=O)c2ccc(-c3ccc(Cl)cc3)o2)c(O)c1	7	3	-18	4	100	1	5	1	16*	-2
NC(Cc1ccccc1)c1csc(Nc2cc(Oc3ccccc3)ncn2)n1 (centres undefined)	3	-1	-9	-12	100	-4	1	1	4.2	12
CCOC(=O)c1[nH]c(C)c(C(=O)N2CCN(c3ccc(OC)cc3)CC2)c1C	3	-6	10	1	88	-1	-6	-2	-1.7	4
CC(C)NC(=O)COC(=O)/C=C/c1ccco1	-2	7	-5	0	104	-4	1	-5	-2.0	-1
O=C(NC(=O)c1ccc(Cl)c(Cl)c1)OC1CCS(=O)(=O)C1 (centres undefined)	-4	-4	-5	3	104	-9	0	2	0.0	-2
Cc1cc(NC(=O)COC(=O)c2c(C)noc2C)ccc1Br	22	-5	8	2	100	2	1	-7	-0.1	-1
COc1ccc(-c2nn(-c3ccccc3)cc2C(=O)N2c3ccc(C)cc3C3CN(C)CCC32)cc1 (centres undefined)	2	16	-5	0	108	6	5	-8	0.8	13
C[C@H]1CN([C@@H](C)CO)S(=O)(=O)c2ccc(Br)cc2O[C@@H]1CN(C)C(=O)c1cccnc1	15	12	/	-2	97	1	9	-4	1.1	1
COc1cc(NC(=O)COC(=O)c2ccc(C)c(S(=O)(=O)N3CCCCC3)c2)c(C)cc1[N+](=O)[O-]	18	2	-2	-1	98	6	18	1	-3.8	0
O=C(Nc1ccc2oc(Cc3ccc(Cl)cc3)nc2c1)c1cccnc1	-1	7	/	-1	108	3	7	-5	0.2	2
COc1ccc(/C(C)=N\NC(=O)CNC(=O)C(c2ccccc2)c2ccccc2)cc1OC	-1	6	-4	2	91	4	10	5	-2.7	1
CCN(CC)S(=O)(=O)c1cccc(C(=O)N/N=C(\C)c2cccs2)c1	-3	-8	-4	1	99	-4	12	-2	-0.6	0

Later entries
Molecule	MC4R antagonist	H9c2 protect	CaV13 FRET inh	Glyco luc inh	ABCB6 inh MLPCN	ABHD5-PLIN5 inh	PDI turbidity	HTR2A ag	MC4R barr agon	Granule exo inh
Cc1ccc(Sc2ccc(S(=O)(=O)Nc3ccc(CC(=O)O)cc3)cc2)cc1C	13	-4	-6	0	91	-18	1	4	-3.2	-3
CCCCN(C(=O)c1cccc(S(=O)(=O)N2CC(C)OC(C)C2)c1)c1c(N)n(CCCC)c(=O)[nH]c1=O (centres undefined)	-4	0	-7	0	101	-7	0	2	-1.9	-1
CCC(C)/C(C)=N/NC(=O)c1cn(-c2ccccc2)nc1-c1ccccc1 (centres undefined)	0	6	-20	1	90	-2	2	-5	-1.4	6
CCC(=S)/C=C1\Sc2ccccc2N1CCCS(=O)(=O)O	3	0	-4	1	101	0	7	-1	-2.6	0
Cc1ccc(/C=C2\SC(=O)N(CCNC(=O)C3CSC4(C)CCC(=O)N34)C2=O)cc1 (centres undefined)	5	-2	-6	2	97	4	3	-2	-4.6	3
Cc1c(Cc2ccccc2)c(=O)oc2cc(OCC(=O)NCC(O)c3ccccc3)ccc12 (centres undefined)	-2	1	-15	-1	95	0	4	-5	-1.0	-2
COc1ccc(CNC(=O)C2CC(=O)N(c3ccc(OCC(=O)N4C(C)CCCC4C)cc3)C2)cc1 (centres undefined)	15	-11	-3	1	98	1	-3	2	2.6	1
CCOc1ncccc1C(=O)Nc1ccc(S(=O)(=O)N2CCCC2)cc1	4	14	-14	4	85	1	-1	8	-2.0	0
C#CCOC(=O)C(NC(=O)c1ccccc1)=C1CCCCC1	-3	10	-2	0	105	3	9	3	-1.3	-2
Cc1ccc2sc(N3CCN(C(=O)c4ccc([N+](=O)[O-])o4)CC3)nc2c1C	3	-7	-6	9	100	7	-1	0	-2.7	-7
CC(=O)Nc1ccc2c(c1)C(=O)N(c1cccc(C)c1)C2=O	0	-7	-6	1	98	1	-1	-1	-2.7	-7
COc1ccc(OC)c(NC(=O)COC(=O)C2CCC2)c1	0	-2	-12	-1	103	-6	-1	-2	-2.8	1
O=C(NNC(=O)c1csc(-c2cccs2)n1)c1ccc(Cl)cc1	3	15	-5	2	99	-7	-3	-4	-1.6	3
COc1ccc(O)c(/C=N/NC(=O)CCC(=O)Nc2ccc(F)cc2)c1	7	27	-21	2	94	3	-5	-6	0.3	-7
Cc1cccc(NC(=O)c2cnn(-c3ccc(F)cc3)c2C2CCNCC2)c1C	7	13	-18	-3	99	1	-5	0	-2.4	0
COc1ccc(-n2c(Cc3cc(=O)[nH]c(=O)[nH]3)nnc2SCC(=O)NC2CCCC2)cc1	15	0	-12	1	105	-11	/	4	0.8	0
CCn1c(SCC(=O)NNC(=O)c2ccc(C)cc2)nnc1-c1ccncc1	1	4	/	0	100	3	-15	2	-1.0	-1
CC1=C(C(=O)N(C(C)C)C(C)C)CC(CC(=O)NCCCN(C)C)C(=O)N1CCC1=CCCCC1 (centres undefined)	/	2	-4	0	95	-3	/	0	/	5
COc1ccc(C(=O)NC(=S)N2CCN(c3ccc([N+](=O)[O-])cc3)CC2)cc1	0	6	-14	1	98	0	-3	3	-2.2	-1
O=C(Nc1ccccc1Cl)N1CCN(c2ccc3nnc(-c4ccc(F)cc4)n3n2)CC1	8	43	-11	22	104	4	7	7	-1.6	3
CCOc1c(Br)cc(C(N)=O)cc1OC	2	6	-4	-1	80	-2	-8	-1	-2.2	1
O=C(CSc1n[nH]c(-c2ccco2)n1)N1c2ccccc2Sc2ccccc21	-3	-3	-4	-3	93	-4	-1	-2	-0.2	2
Cc1cccc(C)c1N1C(=O)c2ccccc2NC(=O)C1C(=O)NCCc1ccccc1 (centres undefined)	/	/	-7	/	/	1	/	5	/	-2
O=C(CN(C(=O)c1csnn1)c1ccc(F)cc1)NCc1ccc2c(c1)OCO2	12	13	-3	-1	99	-2	6	-2	-1.1	-6
CC(C(=O)Nc1nc2ccccc2[nH]1)N1C(=O)C2CC=CCC2C1=O (centres undefined)	-3	8	1	2	96	7	1	4	-1.8	0
CCCOc1ccc(CNC(=O)CCC(=O)n2ncc3cc(C)ccc32)cc1	7	-4	-9	3	100	6	/	11	1.5	7
Cc1ccc(S(=O)(=O)CCC(=O)OCC(=O)NC(N)=O)cc1	19	8	-2	0	96	3	-1	1	0.3	-1
c1ccc(-c2c[nH]c(-c3ccccc3)c2)cc1	-8	-11	-5	-4	90	-5	6	-5	0.5	0
O=C(Cn1cc2c(n1)CCCCC2)NCc1ccccc1	-2	-2	4	-8	94	0	/	1	-0.6	0
C=CCn1c(SCc2csc(C)n2)nc2sc3c(c2c1=O)CCCCC3	13	-13	-3	-2	96	-8	-2	-3	1.4	1
COC(=O)CSc1cnc2ccccc2n1	12	-3	/	2	85	-4	-4	0	-0.4	1
CCN(CC)CCNC(=O)c1c(C)oc2cc(Br)c(OC)cc12	2	-7	-4	1	93	12	-4	-3	-1.2	2

Quoted from the listing.
Value for O=C(NNC(=O)c1csc(-c2cccs2)n1)c1ccc(Cl)cc1 under H9c2 protect: 15
Value for O=C(Nc1ccccc1Cl)N1CCN(c2ccc3nnc(-c4ccc(F)cc4)n3n2)CC1 under ABCB6 inh MLPCN: 104
